Compound activity: PubChem, The Scripps Research Institute Molecular Screening Center
GalR3 antag: antagonists of human GalR3; HEK293 GalR3-CNG cAMP membrane potential fluorescence; galR3 body fused to GalR1 C-terminus; O60755; inhibition, % at 3 µM; hit rate 0.44% among 360,000;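 active = inhibition above the screen-wide average plus 3 SD, cut at about 13% in these data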;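 also: forskolin and galanin both at EC90 stimulate the cells; cAMP rise reported by CNG channel membrane potential dye signal; 0% = forskolin plus galanin with DMSO and 100% = forskolin alone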
Target sequence (O60755 1-299 limits assumed): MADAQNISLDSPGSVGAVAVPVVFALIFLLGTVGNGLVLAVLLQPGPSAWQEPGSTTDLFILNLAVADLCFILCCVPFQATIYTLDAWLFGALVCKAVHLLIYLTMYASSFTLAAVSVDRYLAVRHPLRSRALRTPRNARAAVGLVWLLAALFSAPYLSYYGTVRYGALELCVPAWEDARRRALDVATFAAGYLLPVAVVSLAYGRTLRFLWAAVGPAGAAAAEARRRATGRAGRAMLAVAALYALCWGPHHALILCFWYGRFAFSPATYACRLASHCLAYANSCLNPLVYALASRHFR
Active calls of the source: *.

SMILES	GalR3 antag
C[C@@H](c1ccccc1)N1C[C@@H](COCc2ccccc2)Oc2cc(N3CC[C@H](N(C)C)C3)ccc2S1(=O)=O	-7
COc1ccc(S(=O)(=O)N2CCC(C(=O)NCCC(=O)NCCc3cccc(F)c3)CC2)cc1	-5
O=C(NCc1ccccc1)c1cc(C2CCCCN2S(=O)(=O)c2ccccc2)on1 (centres undefined)	-5
CC(C)(C)OC(=O)CC(S(=O)(=O)c1ccccc1)S(=O)(=O)c1ccccc1	-5
CC(=O)/C=C1\OCc2cc(OCc3ccccc3)ccc21	-4
CCCC(=O)N1CCCC1(C)C(=O)Nc1ccc(-n2cncn2)cc1 (centres undefined)	-3
O=C(CN1CCN(S(=O)(=O)c2ccccc2Cl)CC1)NCC1(N2CCOCC2)CCCCC1	3
CCOC(=O)C1=C(C)N(C[C@@H]2CC[C@@H](Cc3ccc4cc(OC)ccc4c3)O2)C(=O)NC1c1ccccc1 (some centres undefined)	-2
Cn1c(NCCN2CCCC2)nc2cc(-c3ccccc3)sc2c1=O	-7
C[C@H]1CN([C@@H](C)CO)C(=O)CCCn2cc(nn2)CO[C@@H]1CN(C)C(=O)NC1CCCCC1	-5
Cc1ccc2nc(-c3ccc(C#N)cc3)c(Cc3ccccn3)n2c1	-5
c1ccc(N=NN2CCOCC2)cc1	-4
Cc1ccc(-c2ccc(CN3C(C(C)C)C(=O)N(Cc4cn(CC5CCCCC5)nn4)CCS3(=O)=O)cc2)cc1 (centres undefined)	-8
O=C(COC(=O)c1ccc(O)cc1O)NC(=O)Cc1ccccc1	4
CC(CNC(=O)CC[C@H]1O[C@@H](n2cnc3c(NC(=O)c4ccccc4)ncnc32)[C@H](O)[C@@H]1O)c1ccccc1 (some centres undefined)	3
S=C(c1ccc2c(c1)OCO2)N1CCN(c2cccc(Cl)c2)CC1	-6
O=C(Nc1ccc2c(c1)OCO2)c1cc(C2CCCN(C(=O)CCCc3ccccc3)C2)on1 (centres undefined)	-1
Cc1c(C(=O)NCc2cccc(C(F)(F)F)c2)sc(=O)n1Cc1cccc(F)c1	-6
COC(=O)[C@]12C[C@H](CC(=O)N3CCN(C(=O)c4ccco4)CC3)C(=O)N(Cc3ccccc3)C1=C[C@H](C(C)(C)C)O[C@@H]2C	-6
C[C@@H]1CCCCO[C@@H](CN(C)C(=O)C2CCCCC2)[C@@H](C)CN([C@H](C)CO)C(=O)c2cc(NC(=O)NC3CCCCC3)ccc2O1	-6

Reformatted: entries from further up.
> c1ccc(N=NN2CCOCC2)cc1
  GalR3 antag: -4

> Cc1ccc(-c2ccc(CN3C(C(C)C)C(=O)N(Cc4cn(CC5CCCCC5)nn4)CCS3(=O)=O)cc2)cc1 (centres undefined)
  GalR3 antag: -8

Next part
SMILES	GalR3 antag
COC(=O)C1=C(C)N(C)C(=NCc2ccc3c(c2)OCO3)NC1c1ccc(C(F)(F)F)cc1 (centres undefined)	-5
Cc1noc(C)c1-c1ccc(C(=O)NCc2ccc(Cl)cc2)c2occc12	-1
COc1ccccc1-c1cccc(-c2nc(C(=O)Nc3nccs3)cc3c2[C@@H](CCO)N(C(C)=O)C3)c1	-7
COC(=O)C1=C(C)N(Cc2ccc(C(F)(F)F)cc2)C(=NCc2cccc(C(F)(F)F)c2)NC1c1ccccc1C(F)(F)F (centres undefined)	-6
COC(=O)[C@@H](Cc1ccccc1)NC(=O)CC[C@H]1O[C@@H](n2cc(C)c(=O)[nH]c2=O)C[C@@H]1O	-4
CN(C)C(=O)c1cccc(-c2cnc3sc(NCc4ccc5c(c4)OCO5)nn23)c1	-4
COC(=O)c1ccccc1S(=O)(=O)N1CCC(C(=O)Nc2ccccc2N2CCOCC2)CC1	-4
Cc1ccc(-c2cnc(C(O)c3cccc(C)c3C)[nH]2)cc1 (centres undefined)	-3
O=C(NCc1ccccc1Cl)c1ccc2nc([C@@H]3O[C@H](CO)[C@@H](O)[C@H]3O)[nH]c2c1	-6
OCC(O)C(O)C(O)c1cnn(-c2ccccc2)n1 (centres undefined)	-6
C[C@@H]1CN([C@H](C)CO)S(=O)(=O)c2ccc(-c3cccc(C(=O)N(C)C)c3)cc2O[C@H]1CN(C)C(=O)Nc1ccc(F)cc1	-5
CCNC(=O)C1(C)CCCN(C(=O)c2oc3ccccc3c2C)C1 (centres undefined)	-5
O=[N+]([O-])c1ccccc1S(=O)NCc1c(Cl)cccc1Cl (centres undefined)	-9
CC(C)CNc1ncnc2c1ncn2[C@H]1CN(Cc2ccc(C(=O)O)cc2)C[C@@H](CO)O1	-7
CCOC(=O)c1c(SCCN2CCCC2)n(-c2ccccc2)c(=S)n(-c2ccccc2)c1=O	4
C[C@@H](CN1C2=NC[C@@H](Cc3ccccc3)N2C[C@H]1Cc1ccc(O)cc1)NC(=O)CCC1CCCCC1	-8
S=C1Nc2ccccc2CS1	-2
O=C(Cc1ccc(NC(=O)C2CCCN(C(=O)C3CCC3)C2)cc1)Nc1cccc(C(=O)N2CCCC2)c1 (centres undefined)	-5
Cc1ccc(C(=O)C=Cc2cccc(C)c2)cc1	-1
COc1cc2c[n+](C)c3c4ccccc4ccc3c2cc1OC	1

Fetched one by one from the list above, 2 records:
SMILES	GalR3 antag
COC(=O)c1ccccc1S(=O)(=O)N1CCC(C(=O)Nc2ccccc2N2CCOCC2)CC1	-4
OCC(O)C(O)C(O)c1cnn(-c2ccccc2)n1 (centres undefined)	-6

Continuation.
SMILES	GalR3 antag
CCOC(=O)[C@]12CCC=C1N(Cc1ccc3c(c1)OCO3)C(=O)[C@H](CC(=O)N1CCOCC1)C2	-6
COc1cccc(C(C)(O)c2nc(-c3ccc(N(C)C)cc3)cs2)c1 (centres undefined)	96*
O=[N+]([O-])c1nccn1CC(O)CCN1CCOCC1 (centres undefined)	-9
CC(=O)Nc1cccc(-c2ccnc3c2CC(C)(C(=O)NCc2ccccc2)O3)c1 (centres undefined)	-5
Cc1ccc(S(=O)(=O)N2CC3C(=O)CC(c4ccccc4)N(S(=O)(=O)c4ccc(C)cc4)C3CC2c2cccc(Cl)c2)cc1 (centres undefined)	-9
COc1ccc(C#Cc2cccc(-c3nc(C(=O)N4CCN(C)CC4)cc4c3[C@H](CCO)N(S(=O)C(C)(C)C)C4)c2)cc1OC (some centres undefined)	-3
CN(C)c1ccc(CNc2nc3cc(-c4ccc(F)cc4)sc3c(=O)n2C)cc1	-7
CC[C@@H](NC(=O)[C@@H](Cc1ccccc1)NC(=O)CC[C@H]1O[C@@H](n2ccc(=O)[nH]c2=O)[C@H](O)[C@@H]1O)c1ccccc1	-5
O=C(O)c1ccc(S(=O)(=O)c2ccccc2)s1	-7
Cc1cc(N2CCN(C(C(=O)NC3CCCC3)c3ccco3)CC2)c2ccccc2n1 (centres undefined)	-8
CC(=O)O[C@H]1C=C[C@@H](C#Cc2ccc(C(C)(C)C)cc2)O[C@@H]1COC(=O)Nc1ccccc1	-3
CCN(C(=O)COC(=O)C1CC1C)c1c(N)n(Cc2ccccc2)c(=O)[nH]c1=O (centres undefined)	-2
Cc1ccccc1NC(=O)CN1CCCC1	-4
CCN(CC1CCCN(CCc2cccc(F)c2)C1)C(=O)c1ccoc1C (centres undefined)	-6
O=C(CNc1ccc(Br)cc1)NC(=O)NC1CCCCC1	-4
CCOC(=O)C1=CCN(S(=O)(=O)c2ccccc2Br)C1c1ccc(Cl)cc1 (centres undefined)	-9
CCN(CC(=O)Nc1c(F)cccc1F)C(=O)CCCOc1ccccc1	-3
CC(=O)NC(c1ccc(F)c(F)c1)c1nc(-c2ccccc2)cs1 (centres undefined)	-7
CCOc1ncccc1C(=O)Nc1cc(S(=O)(=O)N2CCCCCC2)ccc1OC	-4
COc1ccc(NC(=O)C2Cc3c(-c4ccc(Cl)cc4)ccnc3O2)cc1 (centres undefined)	0
Cc1noc(C)c1NC(=O)N(C)C[C@@H]1Oc2ncc(Br)cc2C(=O)N([C@@H](C)CO)C[C@H]1C	1
O=C1[C@H]2[C@@H](c3ccccc3)N[C@]3(CCCN(Cc4ccc(C(F)(F)F)cc4)C3=O)[C@H]2C(=O)N1Cc1ccccc1	-5
C=CCCC1CN(Cc2ccc(OC)cc2)S(=O)(=O)c2c(F)cccc2O1 (centres undefined)	-5
COc1ccc2nc(N3C(=O)C(O)=C(C(=O)c4ccco4)C3c3ccc(OC)c(OC)c3)sc2c1 (centres undefined)	5
COc1cc(C2c3cc4c(cc3C3OC(=O)C2C3CO)OCO4)cc(OC)c1OC (centres undefined)	-2
Cc1cc2c(cc1C)-n1nnnc1C(N1CCN(C(=O)OCc3ccccc3)CC1)C(=O)N2 (centres undefined)	-5
CCOC(=O)[C@]12CCC=C1N(Cc1ccccc1)C(=O)[C@H](CC(=O)N1CCSCC1)C2	-6
CCCn1cnc2c(SCc3ccccn3)nc(N)nc21	-2
O=C(NC1CCCCC1)C1c2ccccc2OCC(=O)N1CC(F)(F)F (centres undefined)	-6
CC1CCC(NC(=O)c2cccn2C)CC1 (centres undefined)	-2
C[C@H](CO)N1C[C@H](C)[C@H](CN(C)C(=O)Nc2cccc3ccccc23)Oc2ncc(Br)cc2C1=O	-5
COc1ccccc1N1CCN(S(=O)(=O)CCNC(=O)COc2ccccc2)CC1	-7
CC(=O)CSc1nc(CCc2ccccc2)c(C#N)c(=O)[nH]1	-10
CCOc1ccc(C2CC=C(C(C)=O)CN2S(=O)(=O)c2ccc(C)cc2)cc1 (centres undefined)	3
CC(=O)N(C(C)=O)c1ncn(C)c1S(=O)(=O)Nc1ccccc1	0
COC(=O)[C@]12CCCCC=C1N(Cc1ccc3c(c1)OCO3)C(=O)[C@H](CC(=O)NCCc1ccccc1OC)C2	-6
CCc1nc2c(OCc3ccccc3C)cccn2c1N(C)C(=O)C1CC1	-6
Cc1c(C(=O)NCc2ccc3c(c2)OCCO3)sc(=O)n1Cc1ccc(S(=O)(=O)N(C)C)cc1	-2
C#CCOc1ccc(CNC[C@H]2O[C@@H](n3ccc(N)nc3=O)[C@H](O)[C@@H]2O)cc1	-5
O=c1[nH]nc(SC2CCCCC2)c(=O)[nH]1	11
Cc1ccc2nc(CN(C)C(=O)[C@H](CCc3ccccc3)NC(=O)[C@H]3O[C@@H](n4cnc5c(N)ncnc54)[C@H](O)[C@@H]3O)[nH]c2c1	-8
O=C(O)c1cc2ccc(O)cc2oc1=O	-5
O=C(c1ccccc1)N1CCCCC1	5
C/C(=N\Nc1ccc(Cl)nn1)c1ccccc1O	-2
Cc1ccc(O)c(CN(C)Cc2cc(C)ccc2O)c1	-6
COCCNc1nc(Nc2ccc(F)cc2)c2sccc2n1	-6
O=c1[nH]c2cc3ccccc3cc2nc1-c1nnnn1Cc1ccccc1	-4
CC1(C(=O)NS(=O)(=O)c2ccc(Cl)cc2)CCN1C(=O)c1cccc(F)c1 (centres undefined)	-7
CC1(C(=O)Nc2ccc(Cl)c(C(F)(F)F)c2)Cc2c(-c3cccc(C(N)=O)c3)ccnc2O1 (centres undefined)	-7
CC1(C(=O)NS(=O)(=O)c2cccc(Cl)c2)CCN1C(=O)C1(c2ccc(Cl)cc2)CC1 (centres undefined)	-7
CCCCN1CC(N2CCN(CCO)CC2)CS1(=O)=O (centres undefined)	-4
Cc1ccc(S(=O)(=O)N2CCN(C(=O)COC(=O)/C=C/c3ccc(OC(F)F)cc3)CC2)cc1	-6
Cc1ccc(C2(C)NC(=O)N(CC(=O)NC3CCCCC3)C2=O)cc1 (centres undefined)	-1
C[C@H]1NS(=O)(=O)c2cc(Cl)ccc2O[C@@H]1c1ccccc1	-5
CC(=O)NC(c1ccccc1)c1nc(-c2cccc(CO)c2)cs1 (centres undefined)	-3
CCCN(C)C[C@H]1Oc2ncc(Br)cc2C(=O)N([C@@H](C)CO)C[C@@H]1C	-5
COc1ccc(C(=O)N2CCC(C)(C(=O)O)C2)cc1OC (centres undefined)	-4
CCCCNC(=O)c1cc(-c2ccccc2)sc1N	-4
O=S(=O)(c1c(F)cccc1F)N(CCc1ccc(F)cc1)C[C@@H](O)COCc1ccccc1	-2
O=C(Nc1ccc(Nc2cccnc2)cc1)c1c[nH]c2ccccc12	4

Ordered by value in GalR3 antag (high to low): 3 from the list above.
SMILES	GalR3 antag
COCCNc1nc(Nc2ccc(F)cc2)c2sccc2n1	-6
CC1(C(=O)Nc2ccc(Cl)c(C(F)(F)F)c2)Cc2c(-c3cccc(C(N)=O)c3)ccnc2O1 (centres undefined)	-7
Cc1ccc2nc(CN(C)C(=O)[C@H](CCc3ccccc3)NC(=O)[C@H]3O[C@@H](n4cnc5c(N)ncnc54)[C@H](O)[C@@H]3O)[nH]c2c1	-8

Carrying on:
SMILES	GalR3 antag
Cc1ccc(C(=O)Nc2ccccc2N2CCCCC2)cc1S(=O)(=O)N1CCOCC1	-2
CCCCCCN1CCN(C2CN(CCCC)S(=O)(=O)C2)CC1 (centres undefined)	4
CN1OC[C@@H]2CN[C@H](c3ccc(-c4cccc(F)c4)cc3)C[C@@H]21	-2
COc1ccc(/C=C2/CCCc3ccccc3C2=O)cc1	-6
COCCn1c(SCC(=O)N2CCCC2=O)nnc1-c1ccncc1	-7
CC(C)=N/N=C1/NC(=O)C(c2ccccc2)S1 (centres undefined)	-3

3 entries from above, reformatted:
compound | GalR3 antag
CCCCCCN1CCN(C2CN(CCCC)S(=O)(=O)C2)CC1 (centres undefined) | 4
CN1OC[C@@H]2CN[C@H](c3ccc(-c4cccc(F)c4)cc3)C[C@@H]21 | -2
COc1ccc(/C=C2/CCCc3ccccc3C2=O)cc1 | -6

An excerpt; rates above refer to the full screens.
